# D2 antagonist = antagonists of human D2 dopamine receptor; P14416; inhibition, % at 10 µM; HEK293 TREx D2 cells, calcium flux, dopamine EC80; actives 2% (n = 340,000); in the data active means inhibition above about 30%; further: 0% is about no effect
# Target sequence (P14416 whole entry, looked up): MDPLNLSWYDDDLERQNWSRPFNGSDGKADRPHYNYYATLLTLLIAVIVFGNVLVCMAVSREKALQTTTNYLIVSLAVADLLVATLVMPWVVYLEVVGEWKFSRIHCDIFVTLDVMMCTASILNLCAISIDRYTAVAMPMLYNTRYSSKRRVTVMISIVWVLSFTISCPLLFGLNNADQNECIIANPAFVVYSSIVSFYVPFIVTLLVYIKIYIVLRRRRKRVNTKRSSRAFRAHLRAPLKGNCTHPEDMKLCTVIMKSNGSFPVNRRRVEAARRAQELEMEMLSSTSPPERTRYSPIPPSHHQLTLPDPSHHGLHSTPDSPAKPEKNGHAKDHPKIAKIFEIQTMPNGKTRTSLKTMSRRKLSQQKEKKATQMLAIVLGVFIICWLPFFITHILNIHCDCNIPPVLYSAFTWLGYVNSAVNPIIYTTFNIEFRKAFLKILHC
#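 Measurement of antagonist activity uses fluorescent calcium dye in inducible HEK293 T-REx D2 cells: 10 s baseline, compound addition with 180 s read, EC80 dopamine addition with a further 180 s read.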
# TRHR agonist = TRH receptor (human) agonism; TRHR cells, calcium flux fluo-8, FDSS agonist mode; activation, % at 2 µM; actives 0.18% (n = 360,000); AID 493084; in the data active means activation above about 30%; further: 0% is about no effect
#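 TRHR-expressing cells, plated overnight in medium with 10% serum, were loaded with fluo-8 calcium dye at room temperature. After a 10 s baseline, library compound was pin-added and calcium release was recorded kinetically (ex 480/em 530) as agonist response.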
# Pin1 inh = human Pin1 inhibition; Q13526; Potency, µM (titrated, usually from 115 µM), for the others: top-dose activity, negative = inhibition, usual class: inhibitors; actives 0.009% (n = 390,000); Pin1 FP peptide displacement, HiFluor488, 10 min; active means well fitted inhibition curve with a large enough effect in the polarisation, with a control signal flat, not every such curve was filed as active; inconclusive means small, poorly fitted or top-dose-only effect, or effect the other way, or a change in a side signal; inactive means no such curve, though single readings can be large or run the other way; the % refers to the polarisation; further: potency means the concentration at half of the fitted maximal effect; on the % scale 0 is the no-effect control and ±100 the full control effect
# D2 agonist = D2 dopamine receptor (human) agonism. P14416. HEK293 T-REx D2 cells, calcium flux agonist mode. activation, % at 2 µM. actives 0.53% (n = 340,000). AID 485358;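 active means activation over 3 SD above normal in the single-dose calcium agonist read, cut at about 30% in these data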; further: 0% is about no effect
#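 Calcium-flux readout, 1 cycle/sec over 180 s following compound pin transfer, in inducible HEK293 Trex D2 cells (force-coupled); dopamine controls included. Positive calcium responses during this window marked compounds as potential agonists.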
# TrxR1 inh = rat TrxR1 inhibition; O89049; recombinant rTrxR1, NADPH fluorescence consumption, selenite substrate; Potency, µM (doses to about 114 µM), without a hit: at the top dose activity change, negative = inhibition, usual class: inhibitors; actives 1% (n = 390,000); further: potency means the concentration at half of the fitted maximal effect; on the % scale 0 is the no-effect control and ±100 the full control effect; nearly all actives have a fitted effect of over 65% in size
#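 Rat TrxR1 (90 nM in the dispensed reagent) was pre-reduced with 400 uM NADPH for 5 min at room temperature, then incubated with compound for 15 min. After 400 uM selenite was added, NADPH fluorescence (Ex 340/Em 450 nm) was followed for 8 min.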
# TRHR enhancer = TRH receptor (human) allosteric enhancement; P34981; TRHR cells, fluo-8 calcium fluorescence, EC20 TRH enhancement; enhancement, % at 2 µM; actives 0.66% (n = 360,000); in the data active means enhancement above about 30%; further: 0% is about no effect
#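 TRHR-expressing cells loaded with fluo-8 calcium dye were read kinetically (ex 480/em 530) during compound addition, then stimulated with an EC20 of TRH (10 nM final). Enhancement of the Gq-mediated intracellular calcium response was scored.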
# USP1 inh = blocks the human USP1/UAF1 deubiquitinase complex | actives 0.23% (n = 390,000) | Potency, µM (doses to about 57.1 µM), without a hit: top-dose activity change, negative = inhibition, actives largely listed as inhibitors | recombinant USP1/UAF1, Ub-Rhodamine cleavage fluorescence; further: potency means the concentration at half of the fitted maximal effect; on the % scale 0 is the no-effect control and ±100 the full control effect; nearly all actives have a fitted effect of over 60% in size; inactives centre near -12
#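 High-throughput fluorogenic screen: 1nM USP1/UAF1 complex, Ub-Rho substrate 150nM final, 50mM HEPES pH 7.8 with 0.5mM EDTA, 0.1 mg/ml BSA, 1mM TCEP and 0.01% Tween-20.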
# IDH1 R132H inh = human IDH1 R132H inhibition; Potency, µM (doses to about 76.6 µM), without a hit: top-dose activity change, negative = inhibition, actives largely listed as inhibitors; IDH1-R132H enzyme, NADPH consumption, diaphorase/resazurin fluorescence; actives 0.093% (n = 390,000); AID 602179; O75874; further: potency means the concentration at half of the fitted maximal effect; on the % scale 0 is the no-effect control and ±100 the full control effect; nearly all actives have a fitted effect of over 65% in size
# Target sequence (O75874 whole entry R132H, stated change not applied): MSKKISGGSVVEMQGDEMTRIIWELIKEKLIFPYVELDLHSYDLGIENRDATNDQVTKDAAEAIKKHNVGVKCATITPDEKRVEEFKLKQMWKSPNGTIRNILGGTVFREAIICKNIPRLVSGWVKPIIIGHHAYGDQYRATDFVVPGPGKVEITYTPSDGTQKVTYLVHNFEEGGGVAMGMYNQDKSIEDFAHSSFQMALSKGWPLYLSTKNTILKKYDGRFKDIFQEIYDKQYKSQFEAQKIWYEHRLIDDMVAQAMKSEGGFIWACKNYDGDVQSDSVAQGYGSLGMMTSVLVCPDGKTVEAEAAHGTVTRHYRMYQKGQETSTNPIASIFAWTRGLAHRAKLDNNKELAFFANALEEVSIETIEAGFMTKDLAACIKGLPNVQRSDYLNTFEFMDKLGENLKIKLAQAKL
#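 IDH1-R132H (0.5 ug/mL) preincubated 30 min with compound, then NADPH (0.016 mM) and alpha-KG (2 mM) added; 80 min at RT, pH 7.5. Remaining NADPH coupled via diaphorase/resazurin to fluorescence (540/590 nm); concentration-response curves normalized to no-enzyme control.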
# TrxR1 substrate = is turned over as a substrate by rat TrxR1; purified TrxR1 substrate turnover, NADPH consumption readout; O89049; AID 588456; actives 0.01% (n = 390,000); Potency, µM (highest dose often 114 µM), for the others: top-dose activity change, negative = substrate turnover; further: potency means the concentration at half of the fitted maximal effect; on the % scale 0 is the no-effect control and ±100 the full control effect; nearly all actives have a fitted effect of over 50% in size
#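 Rat TrxR1, dispensed at 90 nM, was prereduced with 400 uM NADPH (final) for 5 min at ~22 deg C, then incubated with compound 15 min before 400 uM selenite. A first-read NADPH fluorescence drop versus no-compound background flagged substrates.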
# * hit, by the source's call; ? = inconclusive; . = not tested or not shown; [ ] = another dose, or the depositor's remark. Unless noted, the call rests on the fitted dose curve; in most records, active means well fitted inhibition curve with a large enough effect; inconclusive means small, poorly fitted or top-dose-only effect; inactive means no such curve, though single readings can be large or run the other way. The list is partial; count on the stated rates, not on these rows.
nr	canonical_smiles	D2 antagonist	TRHR agonist	Pin1 inh	D2 agonist	TrxR1 inh	TRHR enhancer	USP1 inh	IDH1 R132H inh	TrxR1 substrate
1	CCCC(=O)Nc1ccc(NC(=S)NC(=O)c2cccs2)cc1	2	0.8	56%[activator]	-0.7	?	7	-26%	3%	11%
2	Cc1ccc(NC(=O)C2CCN(c3nnc(C)c4c(C)n(-c5ccccc5)nc34)CC2)cc1Cl	.	0.7	9%	0.0	28%	2	-20%	8%	5%
3	O=S(=O)(NCc1ccco1)c1cccc(S(=O)(=O)N2CCOCC2)c1	-1	2.1	6%	0.6	-26%	-4	-11%	4%	-11%
4	CCOc1ccccc1N1CCN(CC(=O)Nc2nc(C)c(C(=O)N(C)C)s2)CC1	12	0.7	-2%	4.1	-12%	3	-2%	6%	-9%
5	CCc1cc(=O)oc2cc(OCC(=O)NCCCn3ccnc3)ccc12	37*	0.4	2%	0.0	25%	-4	7%	4%	18%
6	CCCSCCCNC(=O)c1ccccc1NC(=O)C1=CSCCO1	7	-0.2	-2%	28	18%	-3	-24%	0%	-1%
7	O=C(NCc1ccc2c(c1)OCO2)C1CCC(CNS(=O)(=O)c2ccccc2)CC1 (stereo not drawn)	-21	0.7	0%	0.4	-9%	1	-20%	2%	-5%
8	O=C(c1ccco1)N(Cc1ccc(Cl)cc1)Cc1ccco1	17	-0.5	2%	-1.1	14%	1	-14%	12%	1%
9	O=C(c1coc(=O)c2ccccc12)N1CCN(Cc2ccccc2)CC1	.	.	-10%	.	-22%	.	-11%	-2%	1%
10	O=C(CN1C(=O)S/C(=C\C=C\c2ccccc2)C1=O)Nc1ccc(C(=O)O)cc1	4	0.4	-11%	0.7	-31%	3	0%	-2%	-8%
11	Cc1cc(C(=O)Nn2c(-c3ccncc3)nc3ccccc3c2=O)ccc1[N+](=O)[O-]	-8	-0.7	1%	-0.3	5%[57.1 µM]	-7	-12%	6%	0%[57.1 µM]
12	Cc1ccc2[nH]c(=O)c3cc(C(=O)NCc4cccc(Cl)c4)sc3c2c1	.	0.7	2%	0.2	11%	-2	-10%	-10%	24%
13	COc1ccc(/C(C)=N/Nc2ccc(F)cc2F)c(O)c1	-12	0.6	-3%	-0.7	14%[57.1 µM]	4	-14%	0%	10%[57.1 µM]
14	CCCCn1c(N)c(N(CCC(C)C)C(=O)COC(=O)c2ccc3ccccc3c2)c(=O)[nH]c1=O	8	1.9	10%	2.7	28%	8	0%	2%	6%
15	COC(=O)c1ccccc1NC(=O)CSc1nc(N)cc(N)n1	-5	0.0	4%	-0.2	18%	0	-4%	-6%	2%
16	CCN1CCCn2c1nc1c2c(=O)n(C)c(=O)n1C	1	0.3	-15%	0.6	79µM*	0	-11%	-1%	18%
17	CCCc1cc(=O)[nH]c(SCC(=O)c2c(N)n(C)c(=O)n(C)c2=O)n1	-10	0.1	-1%	0.2	-6%	-3	3%	1%	-7%
18	COc1cccc(NC(=O)CSc2nnc(Cc3ccc(OC)c(OC)c3)o2)c1	-8	-0.6	2%	0.2	16%[57.1 µM]	-2	-13%	13%	7%[57.1 µM]
19	COC1CCCN(Cc2nc(Cc3ccccc3F)no2)C1 (stereo not drawn)	.	-0.2	-3%	.	2%	-3	-15%	-4%	-3%
20	O=C(Nc1ccc(C(F)(F)F)cc1)N1CCC(N2CCCCC2)CC1	.	0.7	0%	0.4	10%	1	-26%	.	6%
21	O=C(COC(=O)CCC(=O)c1cccs1)Nc1ccc(S(=O)(=O)N2CCOCC2)cc1	-6	0.5	-3%	0.1	-8%	1	-11%	-6%	2%
22	O=C(CSc1ccccn1)Nc1nc2c(ccc3ccccc32)s1	-15	-0.4	9%	-0.8	-11%	0	?	9%	-9%
23	COC(=O)Cc1ccc(NC(=S)N2CCN(c3ccc(OC)cc3)CC2)cc1	-9	0.0	-3%	-0.4	-10%	-3	-4%	-1%	-4%
24	Cc1cc(C)c(S(=O)(=O)NCCOc2ccccc2)c(C)c1-n1cnnn1	-30	0.6	2%	2.9	17%[57.1 µM]	2	-13%	20%	11%[57.1 µM]
25	CC1(c2ccc(Cl)cc2)NC(=O)N(CC(=O)NCc2ccc(F)cc2)C1=O (stereo not drawn)	-3	-0.4	-8%	-0.3	15%[57.1 µM]	23	-6%	7%	11%[0.0914 µM]
26	COc1ccc(/C=C(\NC(=O)c2ccccc2)C(=O)N/N=C/c2cccnc2)cc1	.	-0.2	-1%	.	3%	3	-11%	-8%	-12%
27	C=CCOc1ccc(-c2nc3c(c(=O)[nH]c(=O)n3CCCC)n2C)cc1OC	-1	0.0	-13%	0.8	19%[57.1 µM]	-1	2%	1%	43%[activator][57.1 µM]
28	CCCOc1ccc(/C=C/C(=O)N2CCN(c3ccccn3)CC2)cc1	17	-0.2	-6%	0.0	8%[57.1 µM]	0	-2%	1%	-1%[57.1 µM]
29	O=C1C=C(N2CCOCC2)CCC1	.	.	-6%	.	9%	.	-28%	10%	-3%
30	CC[C@]12c3[nH]c4ccc(Cl)cc4c3CCN1C(=O)[C@@H](CC(=O)NC(C)(C)C)C[C@@H]2C(=O)N1CCN(C(=O)c2ccco2)CC1	.	.	1%	.	3%	.	-12%	-5%	-4%

# (next part)
nr	canonical_smiles	D2 antagonist	TRHR agonist	Pin1 inh	D2 agonist	TrxR1 inh	TRHR enhancer	USP1 inh	IDH1 R132H inh	TrxR1 substrate
31	Cc1c(Cl)cccc1NC(=O)Cn1c(CCC(=O)O)ccc1-c1ccc(Cl)cc1	-8	0.3	-10%	0.9	23%[57.1 µM]	7	-8%	1%	9%[57.1 µM]
32	COC(=O)C(Cc1ccccc1)NC(=O)CNC(=O)c1sc2ccccc2c1Cl (stereo not drawn)	-15	-0.1	11%	0.8	26%	1	-22%	-2%	8%
33	O=C(CSc1nc2ccccc2[nH]1)NC1CCCC1	-9	0.2	-4%	0.8	12%[57.1 µM]	-1	-11%	2%	2%
34	NC(=O)c1ccc(C(F)(F)F)n(Cc2c(Cl)cccc2Cl)c1=O	-13	1.2	?	4.6	6%	-2	-14%	9%	-3%
35	Cc1[nH]n(-c2ccccc2)c(=O)c1N=Nc1nccs1	-5	1.2	0%	2.0	?	0	-7%	4%	-20%
36	CCOC(=O)c1ccc(NC(=S)NNC(=O)COC)cc1	2	-1.1	0%	-1.1	-14%	9	-3%	2%	-4%
37	O=C1CCN(Cc2ccccc2)C(=O)N1	.	.	3%	.	21%	.	?	-10%	6%
38	CC(=O)Nc1ccc(NC(=O)CSC2=NS(=O)(=O)c3ccccc3N2)cc1	10	-0.2	1%	0.2	13%	-3	-7%	-4%	-1%[57.1 µM]
39	COc1cc(/C=C/C(=O)OCC(=O)Nc2ccc(Cl)cn2)ccc1O	-22	-0.2	10%	-0.3	16%	-2	-24%	-6%	5%
40	COc1ccccc1NC(=O)CSc1sc2c(O)cc(=O)[nH]c2c1C#N	7	0.3	?	3.4	-12%	-1	-4%	-1%	-5%
41	CCCCN(C)CCNC(=O)c1c2c(nc3ccccc13)C(=O)N(C1CCCCC1)C2	.	0.1	2%	-0.7	16%[57.1 µM]	-1	-21%	-19%	1%[57.1 µM]
42	COc1ccc(C(=O)CC(=O)C(=O)Nc2ccccc2)cc1	1	0.6	17%	1.1	-24%	8	-16%	0%	-4%
43	O=c1c2ccccc2nc2n1CCCS2	-7	0.3	-12%	0.8	30%	1	-7%	2%	14%
44	COc1ccc(CCNC(=O)c2cc(-c3cc(C)cc(C)c3O)n[nH]2)cc1OC	9	-0.7	-2%	-1.0	6%	3	-16%	?	-10%

# Filtered by structure, the entries above containing an aryl thioether with sulfur outside any ring (6)
nr	canonical_smiles	D2 antagonist	TRHR agonist	Pin1 inh	D2 agonist	TrxR1 inh	TRHR enhancer	USP1 inh	IDH1 R132H inh	TrxR1 substrate
15	COC(=O)c1ccccc1NC(=O)CSc1nc(N)cc(N)n1	-5	0.0	4%	-0.2	18%	0	-4%	-6%	2%
17	CCCc1cc(=O)[nH]c(SCC(=O)c2c(N)n(C)c(=O)n(C)c2=O)n1	-10	0.1	-1%	0.2	-6%	-3	3%	1%	-7%
18	COc1cccc(NC(=O)CSc2nnc(Cc3ccc(OC)c(OC)c3)o2)c1	-8	-0.6	2%	0.2	16%[57.1 µM]	-2	-13%	13%	7%[57.1 µM]
22	O=C(CSc1ccccn1)Nc1nc2c(ccc3ccccc32)s1	-15	-0.4	9%	-0.8	-11%	0	?	9%	-9%
33	O=C(CSc1nc2ccccc2[nH]1)NC1CCCC1	-9	0.2	-4%	0.8	12%[57.1 µM]	-1	-11%	2%	2%
40	COc1ccccc1NC(=O)CSc1sc2c(O)cc(=O)[nH]c2c1C#N	7	0.3	?	3.4	-12%	-1	-4%	-1%	-5%

# Source: PubChem BioAssay
